Scp1 inh: Scp-1 phosphatase inhibitors, primary screen, biochemical, colorimetric, uHTS; Recombinant Scp1, phosphopeptide, malachite green phosphate absorbance; inhibition, % at 20 µM; 0.88% of 340,000 active;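 active means inhibition above about 50% at 20 µM, limit read from the data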;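 further: plate controls were DMSO wells with enzyme for no effect and wells lacking enzyme for full effect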
Target sequence (Q9GZU7 76-261 limits assumed): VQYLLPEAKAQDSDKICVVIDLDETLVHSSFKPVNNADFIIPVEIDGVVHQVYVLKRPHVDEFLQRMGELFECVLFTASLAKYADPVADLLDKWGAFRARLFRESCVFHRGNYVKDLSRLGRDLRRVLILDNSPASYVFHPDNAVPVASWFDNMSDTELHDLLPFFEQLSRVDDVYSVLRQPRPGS
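Assay system: SCP-1 catalytic fragment, aa 76-261 | Buffer or medium: Tris acetate buffer pH 5.5 with MgCl2 and Tween-20 | Compound: One concentration, 20 µM, with 1.0% DMSO | Also added: Phospho 17-mer peptide substrate | Signal: Absorbance at 630 nm | Incubation: 45 min enzyme reaction at room temperature | Measure: % inhibition of SCP-1 phosphate liberation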
LMPTP inh: LMPTP phosphatase inhibitors, primary screen, biochemical, fluorescence intensity, uHTS | inhibition, % at 20 µM | recombinant LMPTP-A, OMFP fluorogenic substrate | 0.22% of 360,000 active;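 active means compounds that cut the enzyme signal by at least half of the control window in the single-dose screen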;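 further: plate controls were DMSO wells with enzyme plus substrate for no effect and substrate without enzyme for full effect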
Target sequence (P24666 whole entry, looked up): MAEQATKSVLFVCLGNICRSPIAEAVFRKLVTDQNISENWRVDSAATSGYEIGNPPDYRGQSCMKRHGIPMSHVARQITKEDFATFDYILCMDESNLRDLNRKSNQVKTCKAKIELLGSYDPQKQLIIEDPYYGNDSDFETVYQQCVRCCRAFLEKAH
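Assay system: LMPTP-A, protein tyrosine phosphatase of low molecular weight / Medium: pH 6.0 Bis-Tris buffer with DTT and Triton X-100 / Schedule: 50 min enzyme reaction at room temperature, protected from light / Measured by: endpoint fluorescence intensity from OMFP dephosphorylation / Read-out basis: % inhibition relative to no-enzyme and uninhibited control wells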
Neddylation inh: inhibitors of cullin neddylation, primary screen, biochemical, TR-FRET, uHTS, NAE and Ubc12 | NEDD8-conjugating enzyme Ubc12 (Homo sapiens) + NEDD8-activating enzyme E1 regulatory … | calls only at 25 µM | 0.58% of 360,000 active; in the data active means inhibition above about 36%
NadD block: inhibitors of S. aureus NadD, primary screen, biochemical, colorimetric, uHTS | Nicotinate-nucleotide adenylyltransferase NadD (Staphylococcus aureus N315) | purified NadD enzyme, colorimetric absorbance read-out | inhibition, % at 20 µM | 0.78% of 360,000 active | AID 602399, 2012; in the data active means inhibition above about 26%; further: some compounds past the cut are filed as inactive
DNMT1 inh: human DNMT1 methyltransferase inhibitors, primary screen, biochemical, molecular beacon, fluorescence, HinP1I cleavage, uHTS. 0.83% of 360,000 active. DNA (cytosine-5)-methyltransferase 1 (Homo sapiens), P26358. inhibition (reported as % activation of signal), % at 10 µM; in the data active means inhibition above about 50%
SKN-1 block: suppressors of acrylamide-induced Pgst-4::GFP reporter in worms, primary screen, SKN-1 inhibitor project, whole organism, uHTS, GFP/RFP fluorescence ratio, strain VP596; C. elegans VP596 Pgst-4::GFP/RFP ratio, 24 h; inhibition, % at 21.8 µM; 0.49% of 360,000 active; AID 624304, 2012;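 active means interference check ratio from 0.5 to 1.5 plus GFP to RFP signal ratio inhibition reaching or exceeding a fixed threshold, cut at about 30% in these data, passing the limit was not always enough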; further: some compounds called inactive have numbers as strong as hits
Tb MetRS inh: T. brucei MetRS inhibitors, primary screen, biochemical, luminescence | inhibition, % at 11.9 µM | methionyl-tRNA synthetase (Trypanosoma brucei brucei) | AID 624268, 2012 | purified T. brucei MetRS, ATP depletion, Kinase-Glo luminescence | 0.4% of 360,000 active;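 active means inhibition above a per-plate cutoff of the control wells' mean inhibition plus 3 SD, cut at about 5.5% in these data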;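 further: 0% = DMSO wells median and 100% = median of wells with control inhibitor compound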
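System: purified T. brucei MetRS enzyme / Detection: Kinase-Glo luciferase luminescence reporting remaining unconsumed ATP / Medium: HEPES buffer with MgCl2, KCl, DTT, spermine, BSA, pyrophosphatase / Replication: singlicate, one well per compound / Evaluation: percent inhibition relative to median high and low control wells / Schedule: 2 h aminoacylation at 25 °C after 15 min preincubation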
SUMO1 PPI mod: modulators of SUMO1 protein-protein interactions, primary screen, biochemical, uHTS; SUMO1 binding to a labelled peptide, TR-FRET, 1 h; inhibition, % at 20 µM; AID 602429, 2012; 0.33% of 360,000 active; Small ubiquitin-related modifier 1 (Homo sapiens), P63165; in the data active means inhibition above about 37%
Target sequence (P63165 whole entry, looked up): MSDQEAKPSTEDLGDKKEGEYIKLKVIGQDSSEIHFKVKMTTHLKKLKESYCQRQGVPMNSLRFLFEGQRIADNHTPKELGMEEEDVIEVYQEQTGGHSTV
STEP inh: STEP phosphatase inhibitors, primary screen, biochemical, fluorescence intensity, uHTS; Tyrosine-protein phosphatase non-receptor type 5 (Homo sapiens), P54829; recombinant STEP, OMFP fluorogenic substrate; inhibition, % at 20 µM; 0.25% of 360,000 active; AID 588621, 2011;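 active means inhibition at 20 µM, scaled per plate between control wells, above about 37%, limit read from the data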;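 further: 0% = DMSO with enzyme and substrate and 100% = substrate only without enzyme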
Target sequence (P54829 whole entry, looked up): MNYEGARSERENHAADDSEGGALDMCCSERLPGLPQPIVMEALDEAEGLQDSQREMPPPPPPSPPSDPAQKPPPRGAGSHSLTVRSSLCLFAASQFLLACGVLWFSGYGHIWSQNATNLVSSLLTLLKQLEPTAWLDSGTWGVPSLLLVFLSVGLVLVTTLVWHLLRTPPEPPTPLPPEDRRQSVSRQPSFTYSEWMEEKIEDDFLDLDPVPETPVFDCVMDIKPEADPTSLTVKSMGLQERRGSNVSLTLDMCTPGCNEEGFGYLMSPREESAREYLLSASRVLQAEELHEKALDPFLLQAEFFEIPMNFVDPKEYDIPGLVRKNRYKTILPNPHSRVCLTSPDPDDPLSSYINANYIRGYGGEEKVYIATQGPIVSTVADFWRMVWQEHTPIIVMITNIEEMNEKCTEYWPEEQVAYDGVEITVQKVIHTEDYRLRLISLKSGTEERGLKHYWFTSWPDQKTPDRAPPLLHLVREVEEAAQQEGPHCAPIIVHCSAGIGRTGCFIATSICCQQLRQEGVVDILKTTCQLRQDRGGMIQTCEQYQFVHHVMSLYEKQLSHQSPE
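Material: STEP (striatal-enriched tyrosine phosphatase) enzyme, cell-free | Medium: 50 mM Bis-Tris pH 6.0 with 2.5 mM DTT and 0.005% Tween 20 | Read-out: Percent inhibition scaled to no-enzyme and uninhibited-enzyme controls, plate-pattern corrected | Signal: Fluorescence read at 480 nm ex / 540 nm em | Times: 20 min reaction, room temperature, in the dark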
NRP1-CendR mod: modulators of CendR peptide binding to NRP-1, primary screen, biochemical, fluorescence polarization, uHTS | Neuropilin-1 (Homo sapiens), O14786 | FAM-RPARPAR peptide binding to NRP-1 | inhibition, % at 25 µM | 0.85% of 360,000 active | AID 602438, 2012;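 active means inhibition or corrected inhibition above about 18%, plus a signal ratio from 0.5 to 1.5, limit read from the data, passing the limit was not always enough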; further: strong numbers were not always called active
* hit, by the source's call. Compounds as they come (roughly 4.6% active in at least one column).

CC(C)NC(=O)c1cc2c(=O)n3ccccc3nc2s1 was read as Scp1 inh 64*, LMPTP inh -0.4, Neddylation inh inactive, NadD block -2, DNMT1 inh -3, SKN-1 block 9, Tb MetRS inh -1.1, SUMO1 PPI mod 5, STEP inh -4 and NRP1-CendR mod 6.
Cc1cc(C(=O)CSc2nnnn2C)c(C)n1Cc1ccco1 was read as Scp1 inh 2, LMPTP inh 1.9, Neddylation inh inactive, NadD block 1, DNMT1 inh 5, SKN-1 block 6, Tb MetRS inh 0.1, SUMO1 PPI mod 2, STEP inh 1 and NRP1-CendR mod 5.
CCOC(=O)c1ccc(NC(=O)C2CC(=O)Nc3nc4ccccc4n32)cc1 (stereo unspecified) was read as Scp1 inh -7, LMPTP inh 1.2, Neddylation inh inactive, NadD block 3, DNMT1 inh 0, SKN-1 block -6, Tb MetRS inh -0.5, SUMO1 PPI mod -5, STEP inh -1 and NRP1-CendR mod -14.
For Cc1ccc(S(=O)(=O)NC(=O)COc2ccc([N+](=O)[O-])cc2)cc1 the results were Scp1 inh -7, LMPTP inh -0.9, Neddylation inh inactive, NadD block 3, DNMT1 inh 0, SKN-1 block 0, Tb MetRS inh -0.6, SUMO1 PPI mod -7, STEP inh 3 and NRP1-CendR mod 18.
CCOC(=O)CNS(=O)(=O)c1cc(-c2nn(C)c(=O)c3ccccc23)ccc1C was read as Scp1 inh 62*, LMPTP inh 5.9, Neddylation inh inactive, NadD block -1, DNMT1 inh 21, SKN-1 block -8, Tb MetRS inh -1.3, SUMO1 PPI mod 0, STEP inh 16 and NRP1-CendR mod -12.
Cc1ccc2oc(-c3cccc(NC(=S)NC(=O)/C=C/c4ccco4)c3)nc2c1 was read as Scp1 inh -10, LMPTP inh 0.9, Neddylation inh inactive, NadD block 32*, DNMT1 inh 31, SKN-1 block -7, Tb MetRS inh -0.1, SUMO1 PPI mod 9, STEP inh 1 and NRP1-CendR mod -44.
`CCCCCCC(=O)N=Nc1c(O)[nH]c2ccc([N+](=O)[O-])cc12` gave Scp1 inh 10, LMPTP inh 1.7, Neddylation inh inactive, NadD block 5, DNMT1 inh 3, SKN-1 block -6, Tb MetRS inh -0.3, SUMO1 PPI mod -7, STEP inh 0 and NRP1-CendR mod 13.
For O=C(/C=C/c1ccc([N+](=O)[O-])cc1)NNC(=O)C1CC1 the results were Scp1 inh -3, LMPTP inh -1.1, Neddylation inh inactive, NadD block -2, DNMT1 inh 1, SKN-1 block 7, Tb MetRS inh 0.0, SUMO1 PPI mod -34, STEP inh -3 and NRP1-CendR mod 8.
COc1ccc(N2CCN(Cc3cc(=O)oc4ccc5ccccc5c34)CC2)cc1 was read as Scp1 inh 17, LMPTP inh 2.7, Neddylation inh inactive, NadD block 11, DNMT1 inh -2, SKN-1 block 21, Tb MetRS inh 0.0, SUMO1 PPI mod -1, STEP inh 1 and NRP1-CendR mod -6.
For CCC(Sc1nc2ccncc2[nH]1)C(=O)Nc1cc(Cl)ccc1C (stereo unspecified) the results were Scp1 inh -13, LMPTP inh 10, Neddylation inh inactive, NadD block 0, DNMT1 inh 3, SKN-1 block 14, Tb MetRS inh -0.3, SUMO1 PPI mod 5, STEP inh -2 and NRP1-CendR mod 10.
`COc1ccc(C(=O)c2ccc(OC)c3cccc(O)c23)cc1OC` gave Scp1 inh -5, LMPTP inh -1.6, Neddylation inh inactive, NadD block -2, DNMT1 inh -9, SKN-1 block 3, Tb MetRS inh -0.3, SUMO1 PPI mod -11, STEP inh 0 and NRP1-CendR mod 5.
COc1ccc(CC(=O)NCCN2CCCC2)cc1 was read as Scp1 inh -2, LMPTP inh -9.4, Neddylation inh inactive, NadD block -2, DNMT1 inh 0, SKN-1 block 13, Tb MetRS inh -0.5, SUMO1 PPI mod 0, STEP inh -4 and NRP1-CendR mod 1.
For CCOC(=O)c1cc(C#N)c(SCc2ccc(C#N)cc2)nc1C the results were Scp1 inh -5, LMPTP inh 0.0, Neddylation inh inactive, NadD block 0, DNMT1 inh -6, SKN-1 block -21, Tb MetRS inh -0.4, SUMO1 PPI mod 1, STEP inh 5 and NRP1-CendR mod -4.
For CCCC1CCC(C2=N/C(=C\c3ccc(OC)c(OC)c3)C(=O)O2)CC1 (stereo unspecified) the results were Scp1 inh -11, LMPTP inh -0.6, Neddylation inh inactive, NadD block 1, DNMT1 inh 3, SKN-1 block 3, Tb MetRS inh 0.1, SUMO1 PPI mod -1, STEP inh -1 and NRP1-CendR mod 2.
`CCOC(=O)c1c(NC(=O)COc2ncnc3ccccc23)sc(C)c1CC` gave Scp1 inh -1, LMPTP inh 2.2, Neddylation inh inactive, NadD block 3, DNMT1 inh -12, SKN-1 block 0, Tb MetRS inh -0.4, SUMO1 PPI mod 2, STEP inh 0 and NRP1-CendR mod -5.
Screening O=C(C1CCN(C2CCN(C/C(Cl)=C/c3ccccc3)CC2)CC1)N1CCOCC1 returned Scp1 inh -8, LMPTP inh -1.0, Neddylation inh inactive, NadD block -10, DNMT1 inh -2, SKN-1 block -1, Tb MetRS inh 0.1, SUMO1 PPI mod -4, STEP inh 2 and NRP1-CendR mod -12.
For CCc1ccc(OCCNC(=O)c2ccc(S(=O)(=O)N(C)C)cc2)cc1 the results were Scp1 inh -7, LMPTP inh -0.2, Neddylation inh inactive, NadD block -14, DNMT1 inh -5, SKN-1 block -5, Tb MetRS inh 0.0, SUMO1 PPI mod -1, STEP inh 0 and NRP1-CendR mod -3.
Screening Cc1cc(C)nc(-n2ncc3c2CC(c2ccccc2C)CC3=O)n1 (stereo unspecified) returned Scp1 inh -3, LMPTP inh -1.6, Neddylation inh inactive, NadD block 0, DNMT1 inh 1, SKN-1 block 0, Tb MetRS inh -0.7, SUMO1 PPI mod -2, STEP inh -2 and NRP1-CendR mod 7.
`COC(=O)C(C)NC(=O)C1CCCN1S(=O)(=O)c1cc(C)c(Cl)cc1C` (stereo unspecified) gave Scp1 inh 4, LMPTP inh -2.0, Neddylation inh inactive, NadD block 1, DNMT1 inh 1, SKN-1 block -11, Tb MetRS inh -0.4, SUMO1 PPI mod 0, STEP inh -8 and NRP1-CendR mod 2.
`COC(=O)c1cnn(C(=O)c2ccccc2Br)c1N` gave Scp1 inh 2, LMPTP inh -0.7, Neddylation inh inactive, NadD block -5, DNMT1 inh 2, SKN-1 block -2, Tb MetRS inh -0.3, SUMO1 PPI mod -3, STEP inh 0 and NRP1-CendR mod 10.
Screening COc1ccc(CCNC(=O)CN2c3cccc4cccc(c34)S2(=O)=O)cc1 returned Scp1 inh -1, LMPTP inh -0.4, Neddylation inh inactive, NadD block -2, DNMT1 inh -12, SKN-1 block -2, Tb MetRS inh 0.5, SUMO1 PPI mod -9, STEP inh -4 and NRP1-CendR mod 12.
Screening O=C(NCc1ccc(F)cc1)c1ccc[nH]1 returned Scp1 inh -6, LMPTP inh 0.2, Neddylation inh inactive, NadD block -3, DNMT1 inh 5, SKN-1 block 0, Tb MetRS inh 0.1, SUMO1 PPI mod -2, STEP inh 2 and NRP1-CendR mod 4.
Cc1c(C(=O)N2CCOCC2)c(S(=O)(=O)Nc2ccc(F)cc2)c(C)n1C was read as Scp1 inh -2, LMPTP inh -1.3, Neddylation inh inactive, NadD block -1, DNMT1 inh -2, SKN-1 block -1, Tb MetRS inh -0.4, SUMO1 PPI mod 2, STEP inh -1 and NRP1-CendR mod 6.
For CC(=O)c1cccc(Nc2nc(-c3cccnc3)cs2)c1 the results were Scp1 inh -2, LMPTP inh 2.8, Neddylation inh inactive, NadD block -2, DNMT1 inh -1, SKN-1 block 20, Tb MetRS inh 0.1, SUMO1 PPI mod -5, STEP inh 3 and NRP1-CendR mod 8.

2 compounds picked at random from the list so far, as already listed:
Screening O=C(NCc1ccc(F)cc1)c1ccc[nH]1 returned Scp1 inh -6, LMPTP inh 0.2, Neddylation inh inactive, NadD block -3, DNMT1 inh 5, SKN-1 block 0, Tb MetRS inh 0.1, SUMO1 PPI mod -2, STEP inh 2 and NRP1-CendR mod 4.
For CCc1ccc(OCCNC(=O)c2ccc(S(=O)(=O)N(C)C)cc2)cc1 the results were Scp1 inh -7, LMPTP inh -0.2, Neddylation inh inactive, NadD block -14, DNMT1 inh -5, SKN-1 block -5, Tb MetRS inh 0.0, SUMO1 PPI mod -1, STEP inh 0 and NRP1-CendR mod -3.

The results go on:
CC(C)(C)NC(=O)c1cc(-c2ccccc2)n[nH]1 was read as Scp1 inh -9, LMPTP inh 0.0, Neddylation inh inactive, NadD block -2, DNMT1 inh -1, SKN-1 block 8, Tb MetRS inh -0.3, SUMO1 PPI mod 1, STEP inh -3 and NRP1-CendR mod -1.
For COc1ccc(CN(C)c2ncnc(N)n2)cc1 the results were Scp1 inh 3, LMPTP inh -1.2, Neddylation inh inactive, NadD block -5, DNMT1 inh -1, SKN-1 block -19, Tb MetRS inh -1.5, SUMO1 PPI mod -2, STEP inh -1 and NRP1-CendR mod 9.
`COc1ccc(Nc2nccc3c2ncn3C)cc1` gave Scp1 inh -3, LMPTP inh -0.5, Neddylation inh inactive, NadD block 0, DNMT1 inh 3, SKN-1 block 4, Tb MetRS inh -1.2, SUMO1 PPI mod 1, STEP inh 1 and NRP1-CendR mod -39.
CC(C)NC(=O)c1onc(CSc2cccc(F)c2)c1C(=O)O was read as Scp1 inh -6, LMPTP inh -1.0, Neddylation inh inactive, NadD block -8, DNMT1 inh 8, SKN-1 block 6, Tb MetRS inh -0.3, SUMO1 PPI mod 2, STEP inh -2 and NRP1-CendR mod 7.
For CCc1cccc(C)c1NC(=O)COC(=O)c1ccc2c(c1)S(=O)(=O)c1ccccc1C2=O the results were Scp1 inh 8, LMPTP inh 3.2, Neddylation inh inactive, NadD block 9, DNMT1 inh 3, SKN-1 block 7, Tb MetRS inh -2.2, SUMO1 PPI mod -26, STEP inh 1 and NRP1-CendR mod 1.
